Assay outcomes deposited in PubChem BioAssay by several laboratories.
Thrombin inh: blocks human thrombin protease activity; inhibition, % at 5 µM; 220,000 tested, 0.26% active; AID 1046; P00734; alpha-thrombin, Boc-VPR-AMC fluorogenic substrate cleavage;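 active = inhibition at or above 40%; inactive = inhibition below 40%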;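 also: 0% = enzyme with no compound and 100% = wells without enzyme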
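System – human alpha-thrombin · Medium – pH 7.5 Tris (50 mM) with NaCl 150 mM, Tween 20 0.05% · Compound – single-point dosing at 5 µM, 0.2% DMSO · Incubation – enzyme reaction carried out at room temperature · Technique – fluorescence of released AMC, ex 355 nm, em 460 nm · Read-out basis – % inhibition of thrombin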
Hck Nef HTS: inhibitors of human Hck kinase activated by Nef; 220,000 tested, 0.68% active; Recombinant Hck-YEEI plus Nef, Z-Lyte FRET kinase assay; inhibition, % at 20 µM; P08631;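 active = Hck-Nef kinase inhibition above about 50%, limit read from the data; inactive = inhibition below that limit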;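 also: 0% = DMSO with Hck plus Nef and 100% = Hck alone without Nef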
Runt-CBFb FRET: inhibitors of human RUNX1 Runt domain binding to CBFb; Q01196+Q13951; inhibition, % at 20 µM; Cerulean-Runt/Venus-CBFb FRET ratio 530/480, 1 h; 220,000 tested, 0.46% active;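 active = inhibition over about 50% at 20 µM in the single-dose screen, limit read from the data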;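 also: 0% = DMSO wells and 100% = excess unlabeled CBFb competitor control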
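Doses: 20 µM compound in 1% DMSO | Material: Cerulean-labeled Runt domain protein | Amount: Each fluorescent fusion protein 100 nM | Schedule: Two 1 h room-temperature incubations shielded from light | Measured by: FRET fluorescence | Evaluation: Loss of energy transfer signal | Controls: Unlabeled CBFb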
Runt-SMMHC FRET: Runt domain-CBFb-SMMHC interaction inhibition. inhibition, % at 20 µM. Cerulean-Runt/Venus-CBFb-SMMHC FRET ratio 530/480, 1 h. 220,000 tested, 0.74% active. Q01196+Q13951;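 active = mean inhibition across duplicate retests at 20 µM reaching about 50%, limit read from the data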;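 also: 0% = DMSO wells and 100% = wells with excess untagged CBFb-SMMHC; inhibitors lower the FRET ratio by blocking Runt binding to CBFb-SMMHC; some results filed as inactive read as strong as hits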
hK5 inh: kallikrein 5 (human) inhibition; 210,000 tested, 0.59% active; Q9Y337; inhibition, % at 5 µM; recombinant hK5, fluorogenic AMC substrate cleavage;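 active = inhibition of 40% or more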;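 also: 0% = enzyme controls without compound and 100% = no-enzyme blanks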
Target sequence (Q9Y337 67-293 limits assumed): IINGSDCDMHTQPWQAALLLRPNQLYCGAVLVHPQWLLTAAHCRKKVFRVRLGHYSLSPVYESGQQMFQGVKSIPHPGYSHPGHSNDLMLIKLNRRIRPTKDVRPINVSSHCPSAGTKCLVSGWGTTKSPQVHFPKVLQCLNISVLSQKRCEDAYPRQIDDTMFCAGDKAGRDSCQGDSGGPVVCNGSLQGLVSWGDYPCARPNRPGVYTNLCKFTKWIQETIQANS
FXIIa inh: blocks human coagulation factor XIIa protease activity. 220,000 tested, 0.3% active. P00748. purified FXIIa, Boc-QGR-AMC fluorogenic substrate, 2 h. inhibition, % at 5 µM; in the data active = inhibition above about 40%;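 also: 0% = enzyme with no compound and 100% = blank without enzyme; many of its hits are not listed in these tables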
Target sequence (P00748 20-372 limits assumed): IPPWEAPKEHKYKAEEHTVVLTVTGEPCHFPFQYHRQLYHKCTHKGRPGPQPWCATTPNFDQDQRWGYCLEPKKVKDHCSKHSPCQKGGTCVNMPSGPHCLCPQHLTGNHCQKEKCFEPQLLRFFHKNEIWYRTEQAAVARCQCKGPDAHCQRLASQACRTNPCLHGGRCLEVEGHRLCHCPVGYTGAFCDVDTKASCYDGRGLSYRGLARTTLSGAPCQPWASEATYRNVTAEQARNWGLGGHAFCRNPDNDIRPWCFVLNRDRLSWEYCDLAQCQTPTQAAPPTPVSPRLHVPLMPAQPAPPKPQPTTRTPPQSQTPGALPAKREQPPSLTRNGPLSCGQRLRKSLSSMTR
Target sequence (P00748 373-615 limits assumed): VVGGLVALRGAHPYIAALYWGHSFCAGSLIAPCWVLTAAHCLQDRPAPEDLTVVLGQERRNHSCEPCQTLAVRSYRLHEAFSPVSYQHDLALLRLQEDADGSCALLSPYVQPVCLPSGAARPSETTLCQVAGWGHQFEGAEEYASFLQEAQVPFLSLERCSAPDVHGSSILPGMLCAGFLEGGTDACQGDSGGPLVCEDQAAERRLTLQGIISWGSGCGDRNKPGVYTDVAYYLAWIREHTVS
Wee1 stabilizer: inhibitors of human Wee1 degradation; 220,000 tested, 1.2% active; reporter increase, % at 5 µM; HeLa Luc-Wee1K328M stability, luciferase luminescence; 100% = proteasome inhibitor MG132 effect;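 active = activation above the mean of all tested compounds plus 3 SD, set per screening run, cut at about 8.8% in these data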;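 also: cells exposed to compound for 20 h before luminescence read; 0% = DMSO alone and 100% = MG132 at 30 µM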
14-3-3 Bad inh: disrupts binding of bovine 14-3-3 zeta to phospho-Bad peptide; P63103; TR-FRET 14-3-3zeta/Dy647-pBad peptide displacement, 1 h; inhibition, % at 21.7 µM; 220,000 tested, 0.71% active; AID 781;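 active = inhibition above about 70%, limit read from the data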;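 also: 0% = full 14-3-3 plus peptide FRET controls and 100% = background without 14-3-3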
Target sequence (P63103 whole entry, looked up): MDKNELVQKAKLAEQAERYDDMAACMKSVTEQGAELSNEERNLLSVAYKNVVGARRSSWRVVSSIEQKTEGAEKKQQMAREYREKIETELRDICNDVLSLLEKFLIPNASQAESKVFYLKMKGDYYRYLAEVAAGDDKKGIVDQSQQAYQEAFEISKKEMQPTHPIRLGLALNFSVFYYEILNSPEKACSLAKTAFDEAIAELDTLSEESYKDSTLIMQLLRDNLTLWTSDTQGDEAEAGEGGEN
FXIa inh: factor XIa (human) inhibition | P03951 | purified FXIa, Boc-Glu-Ala-Arg-AMC fluorogenic substrate | inhibition, % at 5 µM | 220,000 tested, 0.14% active;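 active = inhibition of at least 40%; inactive = inhibition below 40%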;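 also: fluorescence of freed AMC excited at 355 nm; 0% = enzyme without compound and 100% = no enzyme blank; many of its hits are not listed in these tables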
* hit, by the source's call; nt = not tested or not shown; + = active, no number; [ ] = remark or other dose.

#	Thrombin inh	Hck Nef HTS	Runt-CBFb FRET	Runt-SMMHC FRET	hK5 inh	FXIIa inh	Wee1 stabilizer	14-3-3 Bad inh	FXIa inh	Structure
1	0	-12	-2	0	-3	6	1	-8	25	CCCc1cc(=O)[nH]c(Nc2ccc(Cl)cc2)n1
2	-1	0	-4	0	-19	9	3	7[fluorescence artefact?]	10	COc1cccc(OCCOCCOc2ccc(C)cc2[N+](=O)[O-])c1
3	-5	3	1	-2	13	5	0	-6	-1	CN(C(=O)c1cccs1)c1ccc(OCC(=O)N2CCC(C(N)=O)CC2)cc1
4	-1	1	0	-4	-4	11	1	6	6	CN(C)CCN(C(=O)c1cccc(Cl)c1)c1nc2c(Cl)cccc2s1
5	-3	4	3	1	-8	4	-1	-3	1	COC(=O)C(O)(CC(=O)Nc1ccccc1OC)C(F)(F)F (stereo not given)
6	nt	23	1	-1	-1	10	-1	-7	4	Cc1ccc(S(=O)(=O)N2CCOCC2)cc1C(=O)NNC(=O)c1ccoc1C
7	2	-2	2	-5	-6	3	0	5	-3	Cc1ccc([N+](=O)[O-])c(OCCCNCC(C)O)c1 (stereo not given)
8	-7	1	0	-1	-8	1	-5	0	-1	CC(=O)c1cc2c(cc1N/C(=N/S(=O)(=O)c1ccccc1)c1ccc(Cl)cc1)OCO2
9	2	7	2	-1	-8	15	nt	-16	5	CCCCCCSc1cc(C)nc2ncnn12
10	5	-1	0	2	6	19	-1	-3	14	CCOC(=O)c1cccc(C(=O)Oc2ccccc2)n1
11	2	24	2	-4	2	8	2	-14	5	Cc1ccc(NC(=O)Nc2ccnc(-c3cccnc3)n2)cc1
12	-15	23	-3	0	-3	1	-1	-11	-5	CCc1cc(-c2n[nH]c(C)c2-c2nc3ccccc3n2C)c(O)cc1O
13	-6	16	5	-2	6	-1	-1	-7	-6	O=C(Cc1cccc2ccccc12)Nc1ccc(N2CCOCC2)cc1
14	4	2	1	-10	7	16	-2	4	-12	CC(C)(C)c1cc(C(=O)NCc2cccnc2)ccn1
15	-3	-1	0	2	-58	4	0	-15	-2	C/C(CCC12CC3CC(CC(C3)C1)C2)=N\NC(N)=S
16	-4	-1	-1	-1	0	9	1	-10	-2	COc1ccccc1NC(=S)N1CCC(NC(=O)NC23CC4CC(CC(C4)C2)C3)CC1
17	-2	1	0	-2	-2	18	-1	17	2	O=C(Nc1cccc(F)c1)c1ccc(S(=O)(=O)N2CCOCC2)cc1
18	3	2	2	-1	4	18	-1	-8[fluorescence artefact?]	-7	Cc1ccc(C(=O)N/C(=C\c2cccs2)C(=O)NCCc2c[nH]c3ccccc23)cc1C
19	-7	12	-1	1	8	7	-1	-3	1	O=C(COc1ccc(S(=O)(=O)N2CCCC2)cc1)NCC1CCCO1 (stereo not given)
20	-10	1	2	1	6	2	-1	5	-6	N#CCCn1c(SCC(=O)NCCc2ccc(F)cc2)nc2ccccc21

Sorted by value in 14-3-3 Bad inh (highest first): 3 from the list above.
#	Thrombin inh	Hck Nef HTS	Runt-CBFb FRET	Runt-SMMHC FRET	hK5 inh	FXIIa inh	Wee1 stabilizer	14-3-3 Bad inh	FXIa inh	Structure
17	-2	1	0	-2	-2	18	-1	17	2	O=C(Nc1cccc(F)c1)c1ccc(S(=O)(=O)N2CCOCC2)cc1
20	-10	1	2	1	6	2	-1	5	-6	N#CCCn1c(SCC(=O)NCCc2ccc(F)cc2)nc2ccccc21
14	4	2	1	-10	7	16	-2	4	-12	CC(C)(C)c1cc(C(=O)NCc2cccnc2)ccn1

Carrying on.
#	Thrombin inh	Hck Nef HTS	Runt-CBFb FRET	Runt-SMMHC FRET	hK5 inh	FXIIa inh	Wee1 stabilizer	14-3-3 Bad inh	FXIa inh	Structure
21	-7	-32	0	-1	2	6	-3	4	0	COc1cc(OC)c(C(=O)OCC(=O)NCCc2ccccc2)cc1OC
22	-2	2	-4	-5	3	8	2	-2	-2	CSC1=N/C(=C\c2ccc3c(c2)OCO3)C(=O)S1
23	3	2	0	-4	-17	3	-1	2	1	OC(COc1ccc2ccccc2c1Br)Cn1cnc(-c2ccccc2)c1 (stereo not given)
24	-7	14	1	-2	-7	5	3	0	3	CCOC(=O)c1ccc(NC(=S)NCc2ccco2)cc1
25	3	30	3	-2	1	10	nt	-6	-1	CCCNC(=O)C1CC(c2cccc(F)c2)=NO1 (stereo not given)
26	-1	6	2	5	-18	-2	0	-12	-4	C=CCn1c(N/N=C/c2ccc(O)cc2)nc2ccccc2c1=O
27	-10	6	3	5	-5	15	0	1	-8	CCOC(=O)C(C)Sc1nc2c(c(=O)[nH]c(=O)n2C)n1Cc1ccc(Cl)cc1 (stereo not given)
28	-6	3	-3	3	-12	0	0	-4	-8	CCN(CC)S(=O)(=O)c1cc(C(=O)OCC(=O)NC(=O)c2cccn2C)ccc1C
29	2	29	1	1	-6	10	9.4*	-18	4	CN(/C=C/c1c([N+](=O)[O-])c(=O)n(C)c(=O)n1C)c1ccccc1
30	0	14	1	0	3	15	0	1	4	NC(=S)N1CCCc2ccccc21
31	-10	9	-5	-5	-9	7	2	12	4	COc1ccc(C2=NN(c3nc4ccccc4s3)C(=O)/C2=C\N(C)C)cc1
32	1	0	1	-9	-5	3	-1	0[fluorescence artefact?]	2	COc1ccccc1NC(=O)CSc1nnc(-c2ccncc2)n1CC1CCCO1 (stereo not given)
33	3	27	2	3	-6	5	3	-15	-5	O=C(/C=C\c1cccs1)N1CCN(Cc2ccc3c(c2)OCO3)CC1
34	1	14	0	-2	0	10	3	0	0	CC(=O)C1=C(C)OC2(O)c3ccccc3C(=O)C12O (stereo not given)
35	-2	-7	0	4	-14	-1	-1	-1	-5	OCC(O)CN(c1ccccc1)c1ccccc1 (stereo not given)
36	3	0	-2	1	4	15	0	-8[fluorescence artefact?]	5	CCC(=O)Nc1ccc2c(c1)nc1n2CCSC1
37	-15	1	0	-6	2	5	-2	-4	-12	O=C(c1cccs1)c1cn(CC(=O)N2CCc3ccccc3C2)c2ccccc12
38	1	5	-3	3	-11	4	-1	0	-1	Cc1ccc(Oc2nc(-c3ccccn3)nc3ccccc23)cc1
39	-11	-5	-1	6	nt	-3	0	5	-7	Cc1ccc(-c2nc(N)n(S(=O)(=O)c3ccc(C)cc3)n2)cc1
40	4	5	1	-1	4	12	-3	-4	3	CCOC(=O)C1=C(N)Oc2cc(O)ccc2C1c1cccc([N+](=O)[O-])c1 (stereo not given)
41	2	11	2	-2	2	5	-1	1	-1	CC(=O)Nc1ccc(S(=O)(=O)N2c3ccccc3NC(=O)CC2C)c(Cl)c1 (stereo not given)
42	-5	12	3	-6	-3	1	2	-3	2	Cc1ccc(SCC(=O)c2ccc(CC(=O)O)s2)cc1
43	-7	35	54*	77*	-46	-41	23*	12[fluorescence artefact?]	-37	Cc1ccc2nc3c(cc(C(=O)NCCCn4ccnc4)n3C)c(=O)n2c1
44	3	-16	-6	-5	2	25	1	5	23	COC(=O)c1c(NC(=O)CSc2nnc(CNc3ccc(Cl)cc3)o2)sc(C)c1C
45	2	8	1	3	-7	11	0	12	5	CCCNC(=S)N(Cc1ccccc1)Cc1nc2ccccc2c(=O)[nH]1
46	-10	+	10	88*	-3	0	3	-6	0	CCOC(=O)c1cc2c(=O)n3cccc(C)c3nc2n(CC(C)C)c1=NC(=O)c1ccco1
47	-4	-7	2	-3	7	10	-1	73*	0	O=C1C2C3C=CC(C3)C2C(=O)N1CCCCN1C(=O)C2C3C=CC(C3)C2C1=O (stereo not given)
48	1	7	0	1	4	18	-2	-3[fluorescence artefact?]	10	COC(=O)C1=C(C)OC(N)=C(C#N)C1c1ccco1 (stereo not given)
49	-2	3	0	0	-16	8	-2	2[fluorescence artefact?]	3	O=C(CNS(=O)(=O)c1ccccc1)NCC(=O)OCc1ccccc1F
50	-8	-1	0	-1	0	8	-1	-2	-3	CNS(=O)(=O)c1cccc(C(=O)OCC(=O)Nc2ccc(N3CCCCC3)cc2)c1
51	-1	0	-1	4	-7	16	1	-1	8	CCOC(=O)c1cnn(-c2cc(Oc3ccccc3C)ncn2)c1N
52	-5	-38	0	-1	5	10	-2	0	4	COc1ccc(S(=O)(=O)N2CC(O)C[C@H]2C(=O)OCC(=O)N2CCCCCC2)cc1 (stereo not given in full)
53	-5	-28	-1	3	-4	nt	-3	-5	-6	Cc1ccc(S(=O)(=O)N2CCOCC2)cc1NC(=O)COC(=O)c1n[nH]c(=O)c2ccccc12
54	3	24	-1	-6	8	12	17*	-1	5	Cc1cc(NC(=O)c2cc3cccc([N+](=O)[O-])c3[nH]2)ccc1F
55	-1	0	-225	-2	12	8	1	1	-4	CCOC(=O)NC(O)C(=O)c1cccs1 (stereo not given)

Shown with two lines to a compound: entries from further up
Each structure is followed by: Thrombin inh	Hck Nef HTS	Runt-CBFb FRET	Runt-SMMHC FRET	hK5 inh	FXIIa inh	Wee1 stabilizer	14-3-3 Bad inh	FXIa inh
39	Cc1ccc(-c2nc(N)n(S(=O)(=O)c3ccc(C)cc3)n2)cc1
 : -11	-5	-1	6	nt	-3	0	5	-7
40	CCOC(=O)C1=C(N)Oc2cc(O)ccc2C1c1cccc([N+](=O)[O-])c1 (stereo not given)
 : 4	5	1	-1	4	12	-3	-4	3
41	CC(=O)Nc1ccc(S(=O)(=O)N2c3ccccc3NC(=O)CC2C)c(Cl)c1 (stereo not given)
 : 2	11	2	-2	2	5	-1	1	-1
42	Cc1ccc(SCC(=O)c2ccc(CC(=O)O)s2)cc1
 : -5	12	3	-6	-3	1	2	-3	2
43	Cc1ccc2nc3c(cc(C(=O)NCCCn4ccnc4)n3C)c(=O)n2c1
 : -7	35	54*	77*	-46	-41	23*	12[fluorescence artefact?]	-37
44	COC(=O)c1c(NC(=O)CSc2nnc(CNc3ccc(Cl)cc3)o2)sc(C)c1C
 : 3	-16	-6	-5	2	25	1	5	23
45	CCCNC(=S)N(Cc1ccccc1)Cc1nc2ccccc2c(=O)[nH]1
 : 2	8	1	3	-7	11	0	12	5
46	CCOC(=O)c1cc2c(=O)n3cccc(C)c3nc2n(CC(C)C)c1=NC(=O)c1ccco1
 : -10	+	10	88*	-3	0	3	-6	0
47	O=C1C2C3C=CC(C3)C2C(=O)N1CCCCN1C(=O)C2C3C=CC(C3)C2C1=O (stereo not given)
 : -4	-7	2	-3	7	10	-1	73*	0
48	COC(=O)C1=C(C)OC(N)=C(C#N)C1c1ccco1 (stereo not given)
 : 1	7	0	1	4	18	-2	-3[fluorescence artefact?]	10
49	O=C(CNS(=O)(=O)c1ccccc1)NCC(=O)OCc1ccccc1F
 : -2	3	0	0	-16	8	-2	2[fluorescence artefact?]	3
50	CNS(=O)(=O)c1cccc(C(=O)OCC(=O)Nc2ccc(N3CCCCC3)cc2)c1
 : -8	-1	0	-1	0	8	-1	-2	-3
51	CCOC(=O)c1cnn(-c2cc(Oc3ccccc3C)ncn2)c1N
 : -1	0	-1	4	-7	16	1	-1	8
52	COc1ccc(S(=O)(=O)N2CC(O)C[C@H]2C(=O)OCC(=O)N2CCCCCC2)cc1 (stereo not given in full)
 : -5	-38	0	-1	5	10	-2	0	4

Rows were taken by chance; 4.2% or so of the library scored in one or more.
